Source: PubChem (National Center for Advancing Translational Sciences (NCATS))
D2 agonist = HTS Assay for Allosteric Agonists of the Human D2 Dopamine Receptor: Primary Screen for Agonists; HEK293 T-REx D2 cells, calcium flux agonist mode; activation, % at 2 µM; hit rate 0.53% among 340,000; AID 485358, 2010;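 active = activation over 3 SD above normal in the single-dose calcium agonist read, cut at about 30% in these data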; note: 0% is about no effect
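Calcium-flux readout, 1 cycle/sec over 180 s following compound pin transfer, in inducible HEK293 Trex D2 cells (force-coupled); dopamine controls included. Positive calcium responses during this window marked compounds as potential agonists.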
IDH1 R132H inh = qHTS for Inhibitors of mutant isocitrate dehydrogenase 1 (IDH1): qHTS. AID 602179, 2012. IDH1-R132H enzyme, NADPH consumption, diaphorase/resazurin fluorescence. hit rate 0.093% among 390,000. Potency, µM (series often up to 76.6 µM), without a hit: at the top dose activity change, negative = inhibition, hits mostly inhibitors. Isocitrate dehydrogenase [NADP] cytoplasmic (Homo sapiens), O75874; note: potency is the fitted concentration of half-maximal effect; % is set by controls: 0 for no effect and ±100 for the full control effect; nearly all actives have a fitted effect of over 65% in size
Target sequence (O75874 whole entry R132H, stated change not applied): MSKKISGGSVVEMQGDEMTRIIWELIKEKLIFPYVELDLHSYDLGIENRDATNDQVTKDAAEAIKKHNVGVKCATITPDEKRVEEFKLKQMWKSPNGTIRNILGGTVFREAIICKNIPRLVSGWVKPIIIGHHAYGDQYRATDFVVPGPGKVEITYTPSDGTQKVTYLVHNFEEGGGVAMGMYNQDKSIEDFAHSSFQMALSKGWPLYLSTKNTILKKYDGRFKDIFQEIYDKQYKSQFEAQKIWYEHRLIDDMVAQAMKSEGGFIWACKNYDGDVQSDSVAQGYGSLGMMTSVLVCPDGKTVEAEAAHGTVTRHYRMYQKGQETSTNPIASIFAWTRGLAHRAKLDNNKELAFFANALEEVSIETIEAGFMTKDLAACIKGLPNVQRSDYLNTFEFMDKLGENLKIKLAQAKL
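IDH1-R132H (0.5 ug/mL) preincubated 30 min with compound, then NADPH (0.016 mM) and alpha-KG (2 mM) added; 80 min at RT, pH 7.5. Remaining NADPH coupled via diaphorase/resazurin to fluorescence (540/590 nm); concentration-response curves normalized to no-enzyme control.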
D2 antagonist = HTS Assay for Allosteric Antagonists of the Human D2 Dopamine Receptor: Primary Screen for Antagonists; hit rate 2% among 340,000; AID 485344, 2010; D(2) dopamine receptor (Homo sapiens), P14416; HEK293 TREx D2 cells, calcium flux, dopamine EC80; inhibition, % at 10 µM; in the data active = inhibition above about 30%; note: 0% is about no effect
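Calcium mobilization kinetics were recorded at 1 s intervals in tetracycline-induced HEK293 T-REx D2 cells, first for 180 s after compound addition and then 180 s after EC80 dopamine.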
Pin1 inhibitor = qHTS Assay to Find Inhibitors of Pin1. Pin1 FP peptide displacement, HiFluor488, 10 min. AID 504891, 2011. hit rate 0.009% among 390,000. Peptidyl-prolyl cis-trans isomerase NIMA-interacting 1 (Homo sapiens), Q13526. Potency, µM (highest dose often 115 µM), for inactives: at the highest dose activity, negative = inhibition, actives largely listed as inhibitors; active = well fitted inhibition curve with a large enough effect in the polarisation, with a control signal flat, not every such curve was filed as active; inconclusive = small, poorly fitted or top-dose-only effect, or effect the other way, or a change in a side signal; inactive = no such curve, though single readings can be large or run the other way; the % refers to the polarisation; note: potency is the fitted concentration of half-maximal effect; % is set by controls: 0 for no effect and ±100 for the full control effect
Target sequence (Q13526 whole entry, looked up): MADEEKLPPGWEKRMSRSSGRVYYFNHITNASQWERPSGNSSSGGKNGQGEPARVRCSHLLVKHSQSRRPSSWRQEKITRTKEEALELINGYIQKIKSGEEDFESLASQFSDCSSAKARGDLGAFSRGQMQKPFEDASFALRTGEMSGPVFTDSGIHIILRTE
TrxR1 substrate = qHTS Assay for Substrates of Mammalian Selenoprotein Thioredoxin Reductase 1 (TrxR1): qHTS; Thioredoxin reductase 1, cytoplasmic (Rattus norvegicus), O89049; purified TrxR1 substrate turnover, NADPH consumption readout; Potency, µM (titrated, usually from 114 µM), for the others: at the top dose activity change, negative = substrate turnover; hit rate 0.01% among 390,000; AID 588456, 2011; note: potency is the fitted concentration of half-maximal effect; % is set by controls: 0 for no effect and ±100 for the full control effect; nearly all actives have a fitted effect of over 50% in size
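Rat TrxR1, dispensed at 90 nM, was prereduced with 400 uM NADPH (final) for 5 min at ~22 deg C, then incubated with compound 15 min before 400 uM selenite. A first-read NADPH fluorescence drop versus no-compound background flagged substrates.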
TRHR enhancer = qHTS for Small Molecule Agonists and Allosteric Enhancers of Human TRH Receptor: Primary Screen for Enhancers. Thyrotropin-releasing hormone receptor (Homo sapiens), P34981. TRHR cells, fluo-8 calcium fluorescence, EC20 TRH enhancement. enhancement, % at 2 µM. hit rate 0.66% among 360,000; in the data active = enhancement above about 30%; note: 0% is about no effect
Target sequence (P34981 whole entry, looked up): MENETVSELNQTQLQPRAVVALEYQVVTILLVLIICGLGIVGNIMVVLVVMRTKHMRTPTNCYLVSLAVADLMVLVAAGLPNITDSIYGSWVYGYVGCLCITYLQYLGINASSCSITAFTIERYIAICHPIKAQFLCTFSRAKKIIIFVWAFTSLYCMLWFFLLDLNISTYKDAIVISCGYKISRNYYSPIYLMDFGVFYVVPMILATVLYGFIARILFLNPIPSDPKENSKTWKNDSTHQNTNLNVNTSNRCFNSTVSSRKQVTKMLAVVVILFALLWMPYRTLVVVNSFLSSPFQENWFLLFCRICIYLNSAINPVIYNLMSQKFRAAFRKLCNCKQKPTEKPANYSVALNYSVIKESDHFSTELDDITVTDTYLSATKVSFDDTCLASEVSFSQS
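TRHR-expressing cells loaded with fluo-8 calcium dye were read kinetically (ex 480/em 530) during compound addition, then stimulated with an EC20 of TRH (10 nM final). Enhancement of the Gq-mediated intracellular calcium response was scored.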
TRHR agonist = qHTS for Small Molecule Agonists and Allosteric Enhancers of Human TRH Receptor: Primary Screen for Agonists; activation, % at 2 µM; Thyrotropin-releasing hormone receptor (Homo sapiens), P34981; hit rate 0.18% among 360,000; TRHR cells, calcium flux fluo-8, FDSS agonist mode; in the data active = activation above about 30%; note: 0% is about no effect
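TRHR-expressing cells loaded with fluo-8 calcium dye; 23 nL library compound pin-transferred, kinetic FDSS fluorescence (Ex 480/Em 530) recorded about 180 s for agonist-induced calcium release, before a 10 nM TRH EC20 addition for potentiator mode.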
TrxR1 inh = qHTS Assay for Inhibitors of Mammalian Selenoprotein Thioredoxin Reductase 1 (TrxR1): qHTS. hit rate 1% among 390,000. recombinant rTrxR1, NADPH fluorescence consumption, selenite substrate. Potency, µM (highest dose often 114 µM), for the others: at the top dose activity change, negative = inhibition, actives largely listed as inhibitors. AID 588453, 2011; note: potency is the fitted concentration of half-maximal effect; % is set by controls: 0 for no effect and ±100 for the full control effect; nearly all actives have a fitted effect of over 65% in size
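Rat TrxR1 (90 nM in the dispensed reagent) was pre-reduced with 400 uM NADPH for 5 min at room temperature, then incubated with compound for 15 min. After 400 uM selenite was added, NADPH fluorescence (Ex 340/Em 450 nm) was followed for 8 min.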
USP1-UAF1 inh = Inhibitors of USP1/UAF1: Primary Screen; recombinant USP1/UAF1, Ub-Rhodamine cleavage fluorescence; Potency, µM (highest dose often 57.1 µM), for inactives: at the highest dose activity change, negative = inhibition, actives largely listed as inhibitors; hit rate 0.23% among 390,000; AID 743255, 2014; note: potency is the fitted concentration of half-maximal effect; % is set by controls: 0 for no effect and ±100 for the full control effect; nearly all actives have a fitted effect of over 60% in size; inactives centre near -12
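1 nM enzyme complex + cpd, 15 min RT; start with Ub-Rho 150nM final; kinetic fluorescence ex 480/em 540, 6 reads q60 s. Buffer 50mM HEPES pH 7.8, 0.5mM EDTA, 0.1 mg/ml BSA, 1mM TCEP, 0.01% Tween-20.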
* = called active by the depositor; ? = inconclusive; nt = not tested or not shown; & = joins results of further samples; [ ] = remark or other dose. Unless noted, calls come from the whole dose curve; as a rule, active = well fitted inhibition curve with a large enough effect; inconclusive = small, poorly fitted or top-dose-only effect; inactive = no such curve, though single readings can be large or run the other way. Not all compounds are listed, so the mix of outcomes need not match the whole.

canonical_smiles	D2 agonist	IDH1 R132H inh	D2 antagonist	Pin1 inhibitor	TrxR1 substrate	TRHR enhancer	TRHR agonist	TrxR1 inh	USP1-UAF1 inh
CCc1ccc(NC(=O)c2cnn(-c3ccccc3)c2C)cc1	-0.1	3%	21	-1%	-4%	12	-0.3	19%[57.1 µM]	-4%
COCc1c(C(=O)N2CCN(c3ccccc3C)CC2)oc2ccccc12	nt	3%	nt	10%	1%	nt	nt	2%	-20%
Cc1cc(OCC(=O)Nc2ccc(CN3CCOCC3)cc2)c2c(C)cc(=O)oc2c1	-0.5	7%	14	?	-2%	1	0.0	12%	-3%
COCCNc1nnc(SCC(=O)c2c[nH]c3ccccc23)s1	0.1	10%	-21	4%	-9%	4	-0.5	-10%	-5%
CCn1c2ccccc2c2cc(NC(=O)COC(=O)c3cc(S(N)(=O)=O)c(Cl)cc3Cl)ccc21	0.0	-2%	-12	13%	7%	3	0.1	22%	-21%
O=C(CN1CCC(n2nnc3cc(F)ccc32)CC1)N1CCc2ccccc2C1	4.0	2%	-10	0%	9%	-1	4.4	19%	-2%
O=C1CCC[C@@H]2Cc3nc4ccc(Cl)cc4cc3[C@@H]3CCN1[C@H]23	nt	6%	nt	-5%	7%&5%	nt	nt	20%&4%	-26%
COc1cccc(N2CCN(C(=O)CC(NC(=O)c3ccccc3)c3ccccc3)CC2)c1 (stereo not given)	-0.6	-7%	14	1%	-6%	-9	-0.6	6%	-1%
Cc1c(/C=N/NC(=O)c2cccnc2)c2ccccc2n1Cc1ccccc1	-1.3	7%	-1	8%	-16%[57.1 µM]	-7	-1.1	13%[57.1 µM]	-19%
Cc1nc(CS(=O)(=O)c2ccc(Cl)cc2)cc(N2CCOCC2)n1	nt	5%	nt	-6%	11%	12	0.2	15%[57.1 µM]	-17%
Cc1cc(=O)[nH]c2c1c(C)nn2C1CCOC(C)(C)C1 (stereo not given)	-0.1	4%	9	-2%	-7%	1	-0.1	4%	-1%
CC1CCN(CCc2nc3cc(NC(=O)NC4CCCCC4)ccc3n2C)CC1	-1.1	8%	-2	-2%	10%	6	0.7	19%	-18%
COc1cccc(CNC(=O)c2nn(C)c3c2CSc2ccccc2-3)c1	0.3	-20%	nt	-2%	-9%	7	0.0	-10%	-13%
COc1ccccc1NC(=O)C1CCC(CNS(=O)(=O)c2ccc3c(c2)CC(C)N3C(C)=O)CC1 (stereo not given)	nt	-5%	nt	?	6%	4	0.3	15%	-13%
Cc1ccc(S(=O)(=O)NC(CC(=O)NC2CCCC2)c2ccco2)cc1 (stereo not given)	-1.1	3%	-9	1%	7%[57.1 µM]	-2	-0.9	5%[57.1 µM]	-20%
Cc1ccc(C)c(SCC(=O)N(C)C2CCS(=O)(=O)C2)c1 (stereo not given)	nt	9%	nt	-11%	-1%	nt	nt	8%	-8%
COc1cc(C(=O)Nc2c(-c3ccccn3)c(=O)c3ccccc3n2C)cc(OC)c1OC	-0.2	nt	7	nt	nt	4	-0.6	nt	nt
Cc1ccccc1OCC(=O)NCCCNC(=O)c1cccnc1	1.0	4%	0	-1%	-5%	2	1.3	9%	-2%
Cc1cccc(NC(=O)Cn2ncc3c4ccccc4n(Cc4ccccc4)c3c2=O)c1C	-0.4	23%	nt	8%	-1%	-1	0.8	-2%	-15%
CCCN(C(=O)Cc1nc(N)n[nH]1)C1(C(=O)Nc2ccccc2C)CCCCC1	0.9	0%	4	0%	-2%	-4	-0.4	1%	-4%
Cc1cccc(C)c1Nc1nnc(SCc2cc([N+](=O)[O-])cc3c2OCOC3)s1	0.9	6%	16	54%[activator]	-9%[57.1 µM]	-12	-0.4	13%	-25%
CCCCN1C(=O)C2NN=C(C(=O)OCC)C2C1=O (stereo not given)	0.5	6%	-4	-3%	1%	2	-0.1	5%	-3%
Cc1ccc(C)c(NS(=O)(=O)c2ccc(-c3coc(C)n3)cc2)c1	0.3	-10%	3	0%	-4%	-5	0.4	-1%	-12%
O=C(O)CCc1ccc(-c2ccc(Br)cc2)n1Cc1ccco1	0.0	0%	-19	-3%	10%	1	-0.2	-34%	-14%
CC(C)N(Cc1ccccc1)C(=O)COC(=O)c1c(F)cccc1F	nt	3%	nt	?	7%[57.1 µM]	nt	nt	11%[57.1 µM]	?
O=C1/C(=C/c2ccccc2)CCCc2ccccc21	-0.5	11%	-6	0%	8%[57.1 µM]	0	0.7	14%[57.1 µM]	-8%
CCOC(=O)c1cn2nc(Oc3ccc(OC)cc3)ccc2n1	-0.2	4%	13	-2%	4%	4	0.1	27%	-26%
Cc1ccc(CNC(=O)c2cc3c(-c4ccc(Cl)cc4)nn(C)c3s2)o1	22	10%	-21	8%	25%	-1	0.5	-14%	-24%
Clc1ccc(-c2ccc(-c3nn4c(-c5ccco5)nnc4s3)o2)cc1	nt	-1%	nt	?	6%	nt	nt	?	-7%
COC(=O)CCCCCc1ccc(C(C)=O)s1	-0.4	-4%	0	-5%	5%	1	-1.1	5%	-14%
O=C(Nc1ccc(Nc2ccncc2)cc1)c1ccc([N+](=O)[O-])cc1	-1.7	-8%	5	0%	-4%[57.1 µM]	-17	1.3	-4%[57.1 µM]	-24%
CCCc1ccc(-c2cc(C(=O)NN3CCOCC3)c3ccccc3n2)cc1	0.4	6%	17	-2%	11%	-4	0.4	14%	-17%
CC1(C)N([O-])C(c2ccccc2)=C[N+](=O)C1(C)C	1.0	-6%	-1	-10%	-12%	-3	-0.2	-18%	3%
O=[N+]([O-])c1ccc(/C([O-])=C(/C(=S)Nc2ccccc2F)[n+]2ccccc2)cc1	0.0	0%	-4	-3%	-12%	-5	-1.3	-21%	-10%
Cc1ccc(C(=O)Nc2c(C(=O)NC(C)(C)C)oc3ccccc23)cc1	0.1	-17%	nt	0%	5%	7	-1.6	24%	-21%
Cc1ccc(OCCN(C)C(=O)CC2C(=O)NCCN2CC(C)(C)C)cc1 (stereo not given)	0.4	2%	-12	0%	3%[57.1 µM]	6	0.2	5%[57.1 µM]	-30%
CC(=O)Nc1cccc(-c2nnc(-c3ccc(C)cc3)o2)c1	0.2	3%	0	4%	75%[activator]	5	1.5	24%	-20%
C/C(=N\NC(=S)Nc1cccc(C)c1)c1cccc(N)c1	-0.4	4%	-6	0%	2%	-3	0.7	-3%	-8%
COc1ccc(-c2noc(CC(=O)N(C)c3ccccc3F)n2)cc1	0.6	4%	nt	1%	0%	7	0.2	16%	6%
Cc1ccc(S(=O)(=O)Nc2nc3ccc(N)cc3s2)cc1	-2.9	0%	-5	8%	-4%	-7	0.0	-1%	-24%
COc1cccc2cc(S(=O)(=O)c3ccc(C)cc3)/c(=N/NS(=O)(=O)c3ccc(C)cc3)oc12	1.7	-21%	3	1%	-7%[57.1 µM]	0	0.2	0%[57.1 µM]	-12%
COC(=O)C1CCN(C(=O)CSc2nnc(-c3ccncc3)o2)CC1	nt	0%	nt	-4%	-9%	-6	0.9	-6%	-5%
O=C(CN1C(=O)CSc2ccc(S(=O)(=O)N3CCCC3)cc21)NCc1ccc(Cl)cc1	-0.5	-10%	nt	-1%	-4%	2	-0.5	20%	-26%
COc1ccc(NC(=O)c2nc(S(=O)(=O)Cc3cccc(C)c3)ncc2Cl)c(OC)c1	0.0	-7%	19	-4%	2%	-14	0.4	13%	-7%
COc1ccc2[nH]c3c(=O)n(CCCCC(=O)NCCC(C)C)c(=S)[nH]c3c2c1	2.0	7%	3	-1%	-6%	-6	0.1	19%	-18%
CCN1CCN(C(c2cccs2)C(C)NC(=O)c2ccccc2OC)CC1 (stereo not given)	1.3	-4%	3	3%	11%[57.1 µM]	22	0.5	24%[57.1 µM]	-11%
CC(=O)c1ccc(S(=O)(=O)N2CCN(CCOc3ccc(Br)cc3)CC2)cc1	0.9	-2%	-6	?	-5%	-9	1.5	-1%	-5%
CCNC(=O)COC(=O)CNC(=O)c1cc(Cl)cc([N+](=O)[O-])c1	-0.3	-9%	4	-9%	6%[57.1 µM]	3	0.6	5%[57.1 µM]	-7%
Cc1ccc(C)c(C(C)NC(=O)CC#N)c1 (stereo not given)	nt	-1%	3	-3%	3%	-4	-0.1	11%	-12%
COc1ccc(-c2nc(NC(=O)c3n[nH]c(=O)c4ccccc34)sc2C)cc1	0.0	3%	4	?	-9%	2	-0.1	-4%	-15%
O=S(=O)(Nc1cccnc1)c1ccc(Cl)c(C(F)(F)F)c1	0.4	5%	4	-7%	3%	-1	0.5	18%	-4%
